# HUVEC inhibit: human endothelial cell proliferation inhibition | HUVEC proliferation, CellTiter-Glo luminescence, 72 h; stronger effect = lower value | viability, % at 10 µM (by protocol) | 86,000 tested, 1.1% active;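 active = viability at or below 30%; inactive = viability above 30%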;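 note: 100% = median luminescence of DMSO-only cell control wells on each plate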
# Fibroblast inh: blocks proliferation of human lung fibroblasts. viability, % at 10 µM. LL 47 human lung fibroblast viability, ATP luminescence; stronger effect = lower value. 85,000 tested, 1.1% active;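 active = viability at or below 50% in the single dose screen; inactive = viability above 50%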;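 note: compound exposure lasted 72 h before the ATP readout; 100% = median luminescence of untreated cell-only wells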
#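 Benchmarks: Cell-only wells, no compound | Test system: LL 47 human lung fibroblasts, passage 12 or lower | Input: 1,150 cells/well | Measured by: CellTiter-Glo luminescence measuring cellular ATP | Medium: IMEM, 15% FBS supplement | Schedule: Overnight attachment after seeding, then 72 h compound exposure at 37 °C | Doses: Compound addition at 0.1% DMSO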
# H69AR growth 86K: growth inhibitors of human H69AR lung tumor cells; H69AR lung tumor viability, ATP luminescence, 72 h; stronger effect = lower value; viability, % at 10 µM; 85,000 tested, 6% active;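 active = viability at or below 40%; inactive = viability above 40%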;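 note: multidrug resistant small cell line overexpressing MRP-1 efflux transporter; 100% = mean luminescence of untreated control wells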
# An asterisk follows results filed as active; & = joins results of further samples.
1	OCCN1CCN(CCCN2c3ccccc3Sc3ccc(Cl)cc32)CC1
2	O=C(CCNNC(=O)c1ccncc1)NCc1ccccc1
3	CCN(CC)CCNC(=O)c1cc(Cl)c(N)cc1OC
4	CN(C)CCOC(C)(c1ccccc1)c1ccccn1 (stereo not given)
5	Cc1cc(-c2ccccc2)nnc1NCCN1CCOCC1
6	COc1ccc(/C=C/C(=O)Nc2ccccc2C(=O)O)cc1OC
7	O=S(=O)(c1cccc2cnccc12)N1CCCNCC1
8	C1CCC(C(CC2CCCCN2)C2CCCCC2)CC1 (stereo not given)

Screen / compound no. | 1 | 2 | 3 | 4 | 5 | 6 | 7 | 8
HUVEC inhibit | 1.8* | 101 | 97 | 99 | 101 | 82 | 85 | 1.6*
Fibroblast inh | 28* | 98 | 91 | 96 | 96 | 98 | 84 | 1.8*
H69AR growth 86K | 1.5* | 88 | 94 | 97 | 86 | 81 | 94 | 1.3*

# Exported with values under each structure: part of the list above
# Below each SMILES – HUVEC inhibit, Fibroblast inh, H69AR growth 86K
4. CN(C)CCOC(C)(c1ccccc1)c1ccccn1 (stereo not given)
 : 99, 96, 97
5. Cc1cc(-c2ccccc2)nnc1NCCN1CCOCC1
 : 101, 96, 86
6. COc1ccc(/C=C/C(=O)Nc2ccccc2C(=O)O)cc1OC
 : 82, 98, 81
7. O=S(=O)(c1cccc2cnccc12)N1CCCNCC1
 : 85, 84, 94

# (listing goes on)
9	Cc1nc2ccccn2c(=O)c1CCN1CCC(C(=O)c2ccc(F)cc2)CC1
10	O=C(c1ccc(F)cc1)C1CCN(CCn2c(=O)[nH]c3ccccc3c2=O)CC1
11	CC(COc1ccccc1)NC(C)C(O)c1ccc(O)cc1 (stereo not given)
12	c1ccc(CN(CC2=NCCN2)c2ccccc2)cc1
13	CCC(C)n1ncn(-c2ccc(N3CCN(c4ccc(OCC5COC(Cn6cncn6)(c6ccc(Cl)cc6Cl)O5)cc4)CC3)cc2)c1=O (stereo not given)
14	C[C@]12CCC(=O)C=C1CC[C@@H]1[C@@H]2CC[C@@]2(C)[C@H]1CC[C@]2(O)C(=O)CO
15	Oc1ccc(/C=C/c2cc(O)cc(O)c2)cc1
16	CC[N+](C)(CC)CCOC(=O)C(O)(c1ccccc1)C1CCCCC1 (stereo not given)

Screen / compound no. | 9 | 10 | 11 | 12 | 13 | 14 | 15 | 16
HUVEC inhibit | 88 | 100 | 100 | 102&103 | 18* | 92 | 69 | 98
Fibroblast inh | 90 | 100 | 100 | 102&93 | 72 | 102 | 98 | 95
H69AR growth 86K | 89 | 87 | 92 | 93&93 | 62 | 68 | 53 | 87

# An excerpt of these results, tab-delimited:
no.	Compound	HUVEC inhibit	Fibroblast inh	H69AR growth 86K
15	Oc1ccc(/C=C/c2cc(O)cc(O)c2)cc1	69	98	53
16	CC[N+](C)(CC)CCOC(=O)C(O)(c1ccccc1)C1CCCCC1 (stereo not given)	98	95	87

# Screening results as filed in PubChem BioAssay.

# Only part of the results is shown; rates above refer to the full screens.
